# ssDAF-12 act: activators of S. stercoralis DAF-12 nuclear receptor | HEK293 ssDAF-12/GRIP1 lit1-tk-luc reporter, luminescence; % of 3 µM dafachronic acid response | activation, % at 6.8 µM | 370,000 compounds, 1% hits | AID 652126;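 active = activation above the mean over all tested compounds plus 3 SD, cut at about 0.9% in these data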;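 note: 0% = DMSO-only wells and 100% = 3 µM delta7-dafachronic acid wells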
# GC-B act: GC-B (human) receptor activation; activation, % at 10 µM; 370,000 compounds, 0.11% hits; AID 1920062; P20594; HEK293-GC-B cells, CNP EC30, cGMP TR-FRET; 0% at EC30 CNP, 100% saturating CNP;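 active = activation at 10 µM reaching about 35% in either raw or pattern-adjusted values, limit read from the data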
# DAX1 inh-1: NR0B1 (DAX1) inhibition; AID 504766; 340,000 compounds, 0.99% hits; inhibition, % at 6.75 µM; P51843; HEK293 Gal4-DAX1 luciferase reporter, luminescence;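 active = inhibition above the mean over all tested compounds plus 3 SD, cut at about 4.2% in these data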;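 note: 0% = DAX1-transfected cells with DMSO and 100% = empty-vector control cells with DMSO; inhibition shows as a rise in luminescence from relieved DAX1 repression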
# Target sequence (P51843 207-470 limits assumed): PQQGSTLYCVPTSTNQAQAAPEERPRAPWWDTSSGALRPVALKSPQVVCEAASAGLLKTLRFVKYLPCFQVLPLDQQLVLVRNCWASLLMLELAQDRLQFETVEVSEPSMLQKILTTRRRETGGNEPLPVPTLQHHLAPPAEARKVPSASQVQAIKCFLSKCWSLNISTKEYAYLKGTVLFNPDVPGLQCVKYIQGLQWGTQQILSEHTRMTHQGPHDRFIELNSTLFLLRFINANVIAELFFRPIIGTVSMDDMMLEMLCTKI
# DAX1 inh-2: blocks DAX1 repression of SF-1 activated StAR promoter; HEK293T StAR-luciferase reporter, SF-1/DAX-1 repression relief; inhibition, % at 6.8 µM; 370,000 compounds, 1.1% hits; AID 652010;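 active = inhibition above the mean over all tested compounds plus 3 SD, cut at about 3.6% in these data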;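 note: 0% = DAX-1 cells with DMSO and 100% = cells lacking DAX-1 with DMSO; higher inhibition means more luminescence from relief of DAX-1 repression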
# KLK7 zymogen act: activates the human kallikrein-7 zymogen | P49862 | AID 652039 | 370,000 compounds, 0.9% hits | purified proKLK7, EDANS-DABCYL substrate fluorescence; 100% is mature enzyme control, 0% vehicle | activation, % at 7 µM;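 active = activation above the mean of all tested compounds plus 3 SD, computed per campaign excluding outliers beyond control limits, cut at about 13% in these data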
# Target sequence (P49862 whole entry, looked up): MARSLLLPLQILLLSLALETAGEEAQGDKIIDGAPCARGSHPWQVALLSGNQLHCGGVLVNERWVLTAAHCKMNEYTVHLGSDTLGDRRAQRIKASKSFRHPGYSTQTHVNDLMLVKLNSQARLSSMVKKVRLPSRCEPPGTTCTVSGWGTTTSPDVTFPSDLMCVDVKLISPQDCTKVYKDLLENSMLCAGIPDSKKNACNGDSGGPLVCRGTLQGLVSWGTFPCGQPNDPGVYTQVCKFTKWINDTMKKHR
# SMARCA2 activ: SMARCA2 function activation, primary screen; AID 652017; activation, % at 9.1 µM; 370,000 compounds, 1% hits; MG213 cells, MMTV-luciferase reporter, dexamethasone, overnight; in the data active = activation above about 7.8%;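 note: 0% = vehicle wells and 100% = reference activator wells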
# HGIII-sPLA2 inh: Blocks human group III sPLA2 activity | 370,000 compounds, 0.56% hits | Q9NZ20 | inhibition, % at 12.2 µM | QFRET BODIPY PC-A2 liposome hydrolysis, fluorescence;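 active = inhibition above mean plus 3 SD of compounds lying within the high and low control bounds, cut at about 19% in these data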;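 note: 0% = median of test compound wells and 100% = no enzyme DMSO wells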
# Target sequence (Q9NZ20 whole entry, looked up): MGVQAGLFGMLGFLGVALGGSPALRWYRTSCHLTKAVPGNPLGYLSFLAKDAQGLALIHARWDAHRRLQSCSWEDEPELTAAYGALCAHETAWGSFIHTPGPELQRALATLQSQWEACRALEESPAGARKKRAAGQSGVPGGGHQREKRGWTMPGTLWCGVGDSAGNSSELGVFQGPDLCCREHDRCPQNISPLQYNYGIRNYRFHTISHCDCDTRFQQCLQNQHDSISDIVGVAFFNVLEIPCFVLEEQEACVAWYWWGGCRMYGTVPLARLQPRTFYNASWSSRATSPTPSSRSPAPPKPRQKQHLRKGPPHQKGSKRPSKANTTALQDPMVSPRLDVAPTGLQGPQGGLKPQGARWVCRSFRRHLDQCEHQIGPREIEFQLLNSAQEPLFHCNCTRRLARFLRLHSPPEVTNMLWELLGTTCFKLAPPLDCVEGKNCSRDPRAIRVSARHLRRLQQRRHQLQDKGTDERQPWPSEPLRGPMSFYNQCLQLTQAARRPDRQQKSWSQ
# hgDAF12 agonist: activates the H. glycines DAF-12 receptor ligand-binding domain. HEK293 GAL4-hgDAF12 UAS-luciferase reporter, agonist luminescence; normalized to butyrate control. activation, % at 6.8 µM. 370,000 compounds, 1.8% hits;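 active = activation above a cutoff set at the mean of all screened compounds plus 3 SD, cut at about 10% in these data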;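 note: 0% = DMSO wells and 100% = sodium butyrate wells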
# hcDAF12 agonist: H. contortus DAF-12 activation, primary screen; 370,000 compounds, 1.4% hits; AID 652067; activation, % at 6.8 µM; HEK293 hcDAF-12 lit1-tk-luc reporter, luminescence; 0% DMSO, 100% Δ7-dafachronic acid;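 active = activation above the mean of all tested compounds plus 3 SD, cut at about 5.5% in these data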;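 note: 100% = response to 3 µM Δ7-dafachronic acid high control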
# GC-A act: GC-A (human) enzyme activation. P16066. HEK293 GC-A cells, cGMP TR-FRET, EC30 ANP; 0% at EC30 ANP, 100% saturating ANP. AID 1671463. activation, % at 10 µM. 370,000 compounds, 0.14% hits; in the data active = activation above about 40%
# FXN GAA850 act: activators of GAA850 frataxin (FXN) promoter; HEK293 lucGAA850 FXN promoter luciferase reporter, 24 h; percent of 10 µM SAHA response; activation, % at 6 µM; 360,000 compounds, 0.56% hits;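 active = activation above the average of all compounds screened plus 3 SD, cutoff fixed separately per campaign, cut at about 7.5% in these data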;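 note: 0% = DMSO wells and 100% = 10 µM SAHA wells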
# Numbers without * were called inactive; nt = no result given.
# The opening 6 records as a preview:
SMILES,ssDAF-12 act,GC-B act,DAX1 inh-1,DAX1 inh-2,KLK7 zymogen act,SMARCA2 activ,HGIII-sPLA2 inh,hgDAF12 agonist,hcDAF12 agonist,GC-A act,FXN GAA850 act
CN(C)CCN1CCN(C(c2ccnc3ccccc23)c2nnnn2-c2ccc3c(c2)OCCO3)CC1 (stereo not given),-0.7,-4,nt,-0.7,-0.2,-4,7,0.6,0.5,2,nt
C=C(C)CNC(=S)Nc1nc2c(cc1C(=O)OCC)CCCC2,-0.2,5,0.7,0.7,-0.2,0,2,5.6,1.5,1,4.2
C/C=C/c1ccc(OCCSc2nc(C)cc(=O)[nH]2)c(OC)c1,-1.1,-2,-0.8,-0.4,-0.2,1,-21,2.3,-2.0,-2,0.4
Cc1cc(C)nc(SCC(=O)N(C)CC(=O)Nc2ccccc2Br)n1,-1.2,-1,-0.8,-0.1,-0.3,-2,3,1.8,-0.2,2,-1.1
NC(=O)CSc1cn(CCNC(=O)c2cccs2)c2ccccc12,-1.6,-3,-0.6,0.9,0.1,0,-1,5.9,-0.5,2,-0.4
COc1ccc(C(=O)Nc2ccncc2)cc1[N+](=O)[O-],-1.8,-4,-0.2,-0.8,-0.1,0,1,1.1,-0.4,-7,0.9

# Results, from the first entry:
SMILES,ssDAF-12 act,GC-B act,DAX1 inh-1,DAX1 inh-2,KLK7 zymogen act,SMARCA2 activ,HGIII-sPLA2 inh,hgDAF12 agonist,hcDAF12 agonist,GC-A act,FXN GAA850 act
CN(C)CCN1CCN(C(c2ccnc3ccccc23)c2nnnn2-c2ccc3c(c2)OCCO3)CC1 (stereo not given),-0.7,-4,nt,-0.7,-0.2,-4,7,0.6,0.5,2,nt
C=C(C)CNC(=S)Nc1nc2c(cc1C(=O)OCC)CCCC2,-0.2,5,0.7,0.7,-0.2,0,2,5.6,1.5,1,4.2
C/C=C/c1ccc(OCCSc2nc(C)cc(=O)[nH]2)c(OC)c1,-1.1,-2,-0.8,-0.4,-0.2,1,-21,2.3,-2.0,-2,0.4
Cc1cc(C)nc(SCC(=O)N(C)CC(=O)Nc2ccccc2Br)n1,-1.2,-1,-0.8,-0.1,-0.3,-2,3,1.8,-0.2,2,-1.1
NC(=O)CSc1cn(CCNC(=O)c2cccs2)c2ccccc12,-1.6,-3,-0.6,0.9,0.1,0,-1,5.9,-0.5,2,-0.4
COc1ccc(C(=O)Nc2ccncc2)cc1[N+](=O)[O-],-1.8,-4,-0.2,-0.8,-0.1,0,1,1.1,-0.4,-7,0.9
CCOCCn1c(=O)c2c(nc3n2CCCN3Cc2ccccc2)n(C)c1=O,-1.4,0,-0.8,-0.3,-0.4,1,8,-3.7,0.5,4,0.8
C[C@H](CO)N1C[C@H](C)[C@@H](CN(C)S(=O)(=O)c2cn(C)cn2)Oc2ccc(NS(=O)(=O)c3ccccc3)cc2C1=O,-0.9,2,1.2,0.1,0.0,0,-3,1.4,-0.7,-2,-0.9
CN(C)c1ccc(CNn2cnnc2SCc2ccc(F)cc2)cc1,-1.7,3,-1.1,-0.9,0.2,-4,-4,-3.8,-2.3,-2,-0.9
CC(=O)c1sc(C(=O)O)c(-c2ccco2)c1-c1ccco1,-0.6,-5,2.7,0.5,0.0,2,0,0.1,-0.4,2,3.5
CC(=O)NS(=O)(=O)c1ccc(NC(=O)c2ccc(S(=O)(=O)N3CCCC3)cc2)cc1,-1.0,1,1.4,2.1,0.5,-4,-4,2.4,-1.3,0,0.4
C/C(=N\NC(=O)c1cc2c(s1)CCC(C)C2)c1ccc[nH]1 (stereo not given),0.2,-1,1.6,6.2*,-1.1,2,11,7.6,5.5,-2,3.1
CCOC(=O)c1c(C)[nH]c(=S)c(C#N)c1-c1ccccc1,-1.0,12,1.0,-0.2,0.3,-2,13,1.2,-1.0,49*,2.1
O=C(CNC(=O)c1ccc2c(c1)OCO2)N/N=C(Br)/C=C/c1ccccc1,-1.8,7,-1.3,-1.1,0.8,2,-9,0.2,-1.9,-4,-0.9
Cn1cc(CN2CCN(c3ccccc3)CC2)c2ccccc21,-0.2,-3,-0.4,-0.2,0.6,-4,-2,2.3,-1.4,0,1.3
O=C(/C=C/c1cccnc1)c1cccc(O)c1,-1.1,-4,-1.6,-0.2,0.1,-2,-2,-0.8,-2.7,6,5.3
CN(C)/C=N/c1nccc(-c2cccs2)n1,-1.8,-3,-0.3,0.2,-0.5,0,15,1.9,-0.2,0,2.0
CN(Cc1nccn1C)C(=O)CC1C(=O)NCCN1Cc1cccc(Oc2ccccc2)c1 (stereo not given),-1.3,0,-1.4,0.1,0.8,0,-4,0.0,0.3,2,-0.3
CCOC(=O)c1c(CN2CCN(C)CC2)n(C)c2cc(Br)c(OC)cc12,-1.7,-15,0.5,0.0,0.2,-2,-3,0.9,-2.3,-9,2.1
Cc1cc(C(=O)NNc2ccc(C)c(C)c2)no1,-0.8,-1,2.2,0.2,1.9,1,-3,2.6,5.1,0,2.8

# Quoted from the listing.
# CN(C)/C=N/c1nccc(-c2cccs2)n1 | hcDAF12 agonist: -0.2
# Cn1cc(CN2CCN(c3ccccc3)CC2)c2ccccc21 | DAX1 inh-2: -0.2

# Next section.
SMILES,ssDAF-12 act,GC-B act,DAX1 inh-1,DAX1 inh-2,KLK7 zymogen act,SMARCA2 activ,HGIII-sPLA2 inh,hgDAF12 agonist,hcDAF12 agonist,GC-A act,FXN GAA850 act
O=C(Nc1cccc(S(=O)(=O)N2CCCCC2)c1)c1ccc(N2CCCC2=O)cc1,-0.4,0,0.6,2.7,0.0,0,10,-1.5,-1.7,-5,-1.5
CC1/C(=C\c2ccc(Cl)cc2)C(=O)C2CC1C2(C)C (stereo not given),-1.1,-1,0.7,0.2,-0.1,-3,5,0.9,0.5,9,0.4
CCN(CC)CCCN(C)C(=O)Cn1nc(Cc2ccncc2)c2ccccc2c1=O,-1.1,3,0.8,0.2,-1.0,-1,4,0.3,-0.3,3,0.5
Cc1cc(C)cc(NC(=O)CN2CCN(C(=O)c3cccs3)CC2)c1,-0.9,0,-2.0,-0.2,-0.1,-4,2,2.0,0.8,-3,-1.8
CC(/C=C/c1ccc(N(C)C)cc1)=N\N=C(/N)SC1CC(=O)N(c2ccc(C(=O)O)cc2)C1=O (stereo not given),0.4,0,-0.9,0.2,-6.6,8,-1,4.4,1.0,-6,1.8
NC(=O)COC(=O)c1cc(=O)[nH]c2ccc(S(=O)(=O)Nc3ccc(F)cc3)cc12,-0.8,-2,0.1,0.1,-1.3,0,-3,-0.5,-2.0,4,-2.2
NC(CCc1ccccc1)c1csc(Nc2ccccn2)n1 (stereo not given),-0.8,-5,nt,1.2,-0.2,0,10,3.4,-1.3,-10,6.7
O=C(NCc1ccco1)c1cccc2c1C(=O)c1ccc(N3CCC(N4CCCCC4)CC3)cc1S2(=O)=O,-0.2,1,1.8,-0.2,1.4,4,-10,2.1,-0.7,2,0.1
O=C(O)CSc1nnc(-c2ccc(Cl)cc2Cl)n1-c1ccccc1,-0.7,-3,3.3,-0.1,0.4,-2,4,3.2,-1.6,4,0.5
CCC(C)(C)n1nnnc1C(c1ccccc1)N1CCN(C2CCCC2)CC1 (stereo not given),-1.4,-5,0.2,0.2,0.1,3,3,-0.2,-0.7,-11,-1.9
COc1cc(C=O)ccc1Oc1nnnn1-c1ccc(C(N)=O)cc1,-1.3,-5,3.0,-0.6,0.3,7,0,0.7,-1.6,7,0.6
CCc1nc2ccc(C(=O)NCCOc3ccc(OC)cc3)cn2c1N(C)C(=O)Cc1ccccc1,-1.7,-1,nt,-0.9,-0.5,-2,4,1.1,1.1,6,-1.1
CCOC1CCCc2oc(-c3ccsc3)c(-c3cnc(OC)nc3)c21 (stereo not given),0.3,0,nt,0.7,3.2,-3,11,-0.4,3.9,-2,nt
CCc1ccc(NC(=O)c2n[nH]c(=O)c3ccccc23)cc1,0.3,-2,1.4,1.8,-0.1,8.6*,-12,7.8,5.5,3,5.7
O=C(CCc1ccccc1)Nc1cc(Cl)ccc1O,-0.9,-7,3.5,-0.2,0.7,2,-47,3.0,-0.3,-4,0.1
CCc1ccccc1NC(=O)c1cnc2n(c1=O)CCS2,-1.5,-7,0.4,-0.4,0.1,-1,-2,0.5,-0.8,0,-1.2
O=C(CSc1ccc(F)cc1)Nc1ccc(Br)cc1,-1.1,1,1.5,-0.1,0.0,3,0,16*,1.0,-3,4.4
O=C(Nc1ccc(N2CCOCC2)cc1)C1CCN(S(=O)(=O)c2ccc3c(c2)OCCO3)CC1,-2.1,0,-0.3,0.5,0.0,-1,6,0.1,-2.1,-1,-0.1
COc1ccc(OCC(=O)N2CCC(n3nccc3NC(=O)C3CC3)CC2)cc1,-1.0,4,1.7,0.8,-0.2,-1,6,-1.6,0.8,4,0.4
CCC(=O)c1ccc(OCC(O)CN2CCN(C(c3ccccc3)c3ccccc3)CC2)cc1 (stereo not given),-0.8,-7,0.4,-0.4,1.2,0,-18,-0.4,-1.6,-5,0.3
O=C(CN1C(=O)C2CCCCC2C1=O)Nc1ccc(OC(F)F)c(Cl)c1 (stereo not given),-1.1,3,-0.1,0.3,0.2,-1,-7,1.5,-0.4,-1,0.0
COc1ccc(CN(Cc2nc3ccccc3c(=O)[nH]2)C(=O)c2ccco2)cc1,-1.2,1,-0.1,-0.4,0.0,-3,-3,0.1,-1.9,0,-1.3
CC(C)N(C)CCOC(=O)c1ccccc1Cl,-1.4,0,1.0,-0.5,-0.1,-2,12,-3.5,1.9,4,3.2
O=C(COc1ccc(Br)cc1Br)NNC(=O)c1cccs1,-0.3,3,0.1,1.4,-0.3,10*,-9,5.2,1.1,3,5.0
c1cncc(Nc2c3ccccc3nc3ccccc23)c1,-1.7,-22,-1.3,-0.2,3.3,-1,-16,1.6,0.4,-53,6.5
COc1ccc(OCCCC(=O)Oc2ccc(OC)cc2)cc1,-1.2,0,0.1,-0.7,-0.4,-3,2,2.3,-1.1,4,-1.5
O=C(O)C1=CC2C=C(Cl)C=CC2OC1=O (stereo not given),-0.5,-3,0.4,0.1,-1.4,-1,5,4.2,1.4,1,-0.9
O=C(Cn1c(=O)c2cccn2c2cccnc21)N1CCN(c2ccccc2F)CC1,-1.5,-1,-0.3,-1.6,0.4,2,-1,0.3,0.9,1,1.2
O=C(Nc1cccc2cccnc12)c1cccc2ccccc12,-1.4,-5,0.7,0.6,0.4,2,3,2.2,-0.3,-1,1.7
Cc1nc(C)c(C(=O)O)c(-c2cccs2)c1C(=O)O,-1.8,3,nt,0.2,0.2,-1,-4,-0.6,0.4,5,2.3
c1ccc(Sc2nc(N3CCCCC3)nc(N3CCCCC3)n2)nc1,-1.3,0,1.2,0.3,0.2,-3,3,-0.6,-0.3,2,3.1
Cc1cccc(/C=N/NC(=O)c2cccc([N+](=O)[O-])c2)n1,-1.6,4,nt,0.5,0.4,3,-2,1.5,0.5,6,12*
